From PubChem BioAssay
procasp3 activ – procaspase-3 (human) activation | 330,000 compounds, 0.11% hits | activation, % at 8.5 µM | AID 463141 | P42574 | recombinant procaspase-3 D3A, Ac-DEVD-pNA absorbance 405 nm;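 active means activation above the mean of all tested compounds plus 3 SD, cut at about 21% in these data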;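 further: 0% = DMSO alone and 100% = DMSO wells spiked with extra 5 µM PC-3 D3A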
Target sequence (P42574 whole entry D9A/D28A/D175A): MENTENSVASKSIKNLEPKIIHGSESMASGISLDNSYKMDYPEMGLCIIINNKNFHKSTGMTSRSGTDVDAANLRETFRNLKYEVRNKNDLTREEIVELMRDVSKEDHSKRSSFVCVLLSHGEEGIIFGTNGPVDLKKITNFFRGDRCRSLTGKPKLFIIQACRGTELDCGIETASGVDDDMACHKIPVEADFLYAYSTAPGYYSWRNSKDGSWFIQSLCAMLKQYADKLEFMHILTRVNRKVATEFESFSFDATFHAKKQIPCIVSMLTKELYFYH
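System: Procaspase-3 D3A mutant. Medium: Zinc-free 300 mM NaCl, 50 mM HEPES, 0.01% Triton X-100. Schedule: 1 h preincubation plus 2 h reaction at 25 °C. Measured by: 405 nm absorbance of p-nitroaniline, reads at 0 and 120 min. Read-out: percent activation relative to control range.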
PP5 inh – inhibitors of human protein phosphatase 5 (PP5). P53041. purified PP5c, OMFP substrate fluorescence. inhibition, % at 6.7 µM. 320,000 compounds, 0.18% hits. AID 1987;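 active means inhibition above the campaign's mean inhibition across all tested compounds plus 3 SD, cut at about 9.5% in these data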;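 further: 0% = DMSO only and 100% = 100 µM cantharidin control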
Target sequence (P53041 whole entry, looked up): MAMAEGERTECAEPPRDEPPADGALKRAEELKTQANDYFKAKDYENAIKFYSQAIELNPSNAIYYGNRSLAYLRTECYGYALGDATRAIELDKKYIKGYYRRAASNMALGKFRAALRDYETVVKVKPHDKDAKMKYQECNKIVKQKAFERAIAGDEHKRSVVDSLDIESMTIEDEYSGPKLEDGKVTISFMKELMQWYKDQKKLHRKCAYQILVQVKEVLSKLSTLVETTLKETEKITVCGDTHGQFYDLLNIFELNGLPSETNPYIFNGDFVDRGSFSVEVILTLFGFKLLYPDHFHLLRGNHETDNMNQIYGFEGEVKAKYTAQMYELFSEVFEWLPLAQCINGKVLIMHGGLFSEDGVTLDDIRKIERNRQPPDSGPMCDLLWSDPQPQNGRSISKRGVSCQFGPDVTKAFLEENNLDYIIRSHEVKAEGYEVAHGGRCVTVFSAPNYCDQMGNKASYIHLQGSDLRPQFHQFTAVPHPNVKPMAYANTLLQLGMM
Fh CTSL1 inh – cathepsin L1 inhibition, PFM18AAP counter-screen. 300,000 compounds, 0.49% hits. recombinant F. hepatica cathepsin L1, Z-Leu-Arg-MCA fluorescence. inhibition, % at 5.96 µM. AID 1906;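 active means inhibition above the mean of all tested compounds plus 3 SD, set per screening campaign, cut at about 17% in these data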;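 further: 0% = plate median of test compound wells and 100% = 1 µM Z-Phe-Ala-diazomethylketone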
procasp7 counter – counter-screen: procaspase-7 (human) activation. activation, % at 8.5 µM. recombinant procaspase-7, Ac-DEVD-pNA absorbance 405 nm; D23A/D198A/D206A triple mutant, cannot self-cleave; scale: DMSO 0, 5 µM enzyme 100. P55210. 330,000 compounds, 0.093% hits;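 active means percent activation above the screen-wide mean plus 3 SD, cut at about 25% in these data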
Target sequence (P55210 whole entry D23A/D198A/D206A): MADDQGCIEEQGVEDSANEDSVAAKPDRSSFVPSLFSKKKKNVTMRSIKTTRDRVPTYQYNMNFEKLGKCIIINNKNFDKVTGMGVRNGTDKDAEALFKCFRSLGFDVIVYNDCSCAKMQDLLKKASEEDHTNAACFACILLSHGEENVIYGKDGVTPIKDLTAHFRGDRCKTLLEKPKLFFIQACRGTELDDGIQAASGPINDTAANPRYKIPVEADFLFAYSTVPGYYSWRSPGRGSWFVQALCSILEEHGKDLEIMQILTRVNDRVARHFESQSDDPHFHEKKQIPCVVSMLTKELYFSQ
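signal = Epi-absorbance of released pNA at 405 nm, two timepoints | assay system = Uncleavable procaspase-7 mutant enzyme | reagent = Ac-DEVD-pNA substrate, 400 µM as added | times = 1 h enzyme–compound preincubation and 2 h substrate reaction, both 25 °C | benchmarks = low DMSO alone, high DMSO plus 5 µM PC-7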
PP1 counter – counter-screen for PP5 inhibitors: inhibitors of human PP1-alpha; P62136; purified PP1alpha, OMFP fluorescence; inhibition, % at 6.7 µM; 320,000 compounds, 0.9% hits;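 active means inhibition above the mean inhibition of all tested compounds plus 3 SD, computed separately for each screening campaign, cut at about 15% in these data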
HCV core dimer – HCV core protein dimerization inhibition; TR-FRET GST/Flag-core106 dimerization, 1536-well; inhibition, % at 5 µM; 300,000 compounds, 0.33% hits; AID 1899;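 active means inhibition above the mean of all tested compounds plus 3 SD, set per screening campaign, cut at about 45% in these data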
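System: GST/Flag-tagged HCV core106 proteins. Incubation: compound-protein-antibody incubation 4 h at 22.5 °C. Technique: HTRF with 340 nm excitation, 617/671 nm emission. Medium: KF-containing HEPES buffer, pH 7.45, DTT, CHAPS, BSA. Read-out: inhibition (%) from 671 over 617 nm ratio. Also added: Eu(K)-anti-GST 90 ng/mL plus XL665-anti-Flag 1 µg/mL.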
Efflux pump inh – antifungal efflux pump inhibition, Nile Red retention; S. cerevisiae Candida pump triplex; inhibition, % at 10 µM; 330,000 compounds, 0.44% hits; AID 485275;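 active means plate passing quality check with inhibition over a set limit, or well fluorescence over plate mean plus 4 SD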;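 further: Nile Red retained in pooled yeast measured as flow cytometry median fluorescence; 0% = buffer negative control and 100% = Enniatin B positive control; higher means more Nile Red kept so more efflux inhibition; some compounds called inactive have numbers as strong as hits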
JMJD2C inh – human JMJD2C demethylase inhibition. GST-JMJD2C(1-420) H3K9me3 demethylation, DELFIA europium. 330,000 compounds, 0.069% hits. Q9H3R0. AID 2099. inhibition, % at 2.35 µM;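 active means more than half of a compound's replicate wells show inhibition beyond 50%, single wells judged on their own value; inconclusive means some, but no more than half, of replicates pass 50% inhibition; inactive means no replicate passes 50% inhibition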;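 further: signal counts dimethyl H3K9 product captured on neutravidin plate; 0% = median of DMSO wells and 100% = 0.3 times that DMSO median; strong numbers were not always called active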
TPT1 inh – inhibitors of Candida albicans tRNA 2'-phosphotransferase TPT1; recombinant caTPT1, FP RNA substrate dephosphorylation; inhibition, % at 5 µM; 300,000 compounds, 0.81% hits; AID 1962;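 active means inhibition above the mean of all tested compounds plus 3 SD, set per screening campaign, cut at about 24% in these data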;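 further: plate controls were DMSO alone for no effect and ferristatin control at 100 nM for full effect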
The depositor's hits bear a star; ? = inconclusive; . = not tested or not shown.

Every second line gives: procasp3 activ	PP5 inh	Fh CTSL1 inh	procasp7 counter	PP1 counter	HCV core dimer	Efflux pump inh	JMJD2C inh	TPT1 inh
COc1ccc(CNC(=O)C2CCN(S(=O)(=O)c3ccc4c(c3)CC(C)N4C(C)=O)CC2)cc1 (stereo unspecified)
    5	0.7	-1	6	0	8	-0.1	5	3
CCOC(=O)c1sc(N2N=C(C)C(N=Nc3cccc(C)c3)C2=O)nc1C (stereo unspecified)
    6	-1.5	4	-1	10	12	0.2	5	4
CC(C)(C)C1CCc2c(sc(NC(=O)C3CC=CCC3C(=O)O)c2C#N)C1 (stereo unspecified)
    10	3.7	9	-3	11	18	0.0	1	2
CCCc1cc(=O)[nH]c(SCC(=O)c2[nH]c(C)c(C(=O)OCC)c2C)n1
    1	-1.2	2	-9	-1	12	0.0	4	-4
CCOC(=O)[C@@H]1[C@H]2COc3cc(OC)ccc3[C@@H]2N2C(=O)N(c3ccc(C)cc3)C(=O)[C@]12C
    1	1.3	-2	6	1	11	-0.2	-1	0
Cc1c(-n2cc(C(=O)O)c(=O)c3cc(F)c(N4CCCC(O)C4)c(F)c32)c(=O)n(-c2ccccc2)n1C (stereo unspecified)
    2	1.1	-1	0	3	-3	-0.1	0	-2
Cc1ccccc1C(=O)N1CCC(C(=O)N(CC(C)C)c2c(N)n(CC(C)C)c(=O)[nH]c2=O)CC1
    5	4.2	.	-7	-5	.	-0.2	5	.
CCc1nccn1CCC(=O)NC1CC(C)(C)Cc2c1cnn2-c1ccc(OC)cc1 (stereo unspecified)
    9	-2.8	-3	-1	-6	-6	0.1	-13	0
CCCS(=O)(=O)N1CCC(C(=O)NC2CCC(C)CC2)CC1 (stereo unspecified)
    6	2.4	3	4	2	-5	0.0	1	2
Cc1oc(-c2ccc(Cl)cc2)nc1CN1CCC(C(=O)NCc2ccco2)CC1
    0	-0.7	3	-1	-2	1	0.0	13	0
COc1cccc(C(=O)Nc2nnc(-c3ccc(F)cc3)o2)c1
    3	0.8	-1	7	5	-1	0.1	-5	-6
CN(C)CCCNC(=O)C(=O)Nc1cc2c3c(c1)CCC(=O)N3CCC2
    4	1.2	1	-1	0	-17	0.0	1	-4
CC1(C)CC(=O)C(C=Nc2ccncc2)=C(O)C1
    3	-1.2	3	-1	1	-3	0.0	-1	4
Cn1c(SCc2ccc([N+](=O)[O-])cc2)nnc1-c1cccnc1
    1	-0.8	2	-5	1	-7	0.0	-5	-2
Cn1c(N)c(Sc2ccc(F)cc2)c(=O)n(C)c1=O
    -4	0.5	3	-8	-5	-3	-0.2	-98	2
Cc1ccc(S(=O)(=O)Oc2ccc(/C=C3/C(=N)N4C(=NC3=O)SN=C4S(C)(=O)=O)cc2)cc1
    0	0.4	-5	8	-1	17	-0.1	17	5
CCC(C)NC(=O)C1CCCN1S(=O)(=O)c1ccc(Cl)cc1 (stereo unspecified)
    3	-0.3	2	-5	-2	5	-0.1	6	-2
CCN(CC)S(=O)(=O)c1ccc2c(c1)N(CC(=O)N1CCC(C(N)=O)CC1)C(=O)CO2
    2	-5.4	-9	1	2	-8	-0.1	-11	-4
Cc1ccc2cc(S(=O)(=O)NCCCN3CCOCC3)ccc2c1
    -5	0.5	0	-5	-1	0	0.0	0	2
O=C(NC1CCCc2ccccc21)C1CCCN(S(=O)(=O)c2cnc[nH]2)C1 (stereo unspecified)
    1	-1.3	1	14	-3	-2	0.0	-6	1
Cc1ccc(S(=O)(=O)/N=C(/c2ccccc2)N(C)C)c(C)c1
    -7	1.6	-8	-5	-4	0	0.3	-5	5
CCOc1ccc2[nH]cc(S(=O)(=O)c3ccc(C)cc3)c(=O)c2c1
    -5	1.9	-11	8	1	-12	0.6	10	4
CC(NC(=O)CNC(=S)N(Cc1cccs1)C1CCCC1)c1ccccc1 (stereo unspecified)
    9	-0.6	1	0	-3	1	0.1	2	4
Cc1cccc(OCC(=O)OCC(=O)N2CCCc3ccccc32)c1C
    4	4.8	.	6	1	.	-0.2	2	.
CC1CC(=O)Nc2ccccc2N1C(=O)COc1cc(Cl)ccc1Cl (stereo unspecified)
    6	1.1	.	-1	-2	.	0.0	8	.
Cc1cccc(C2c3[nH]c4ccccc4c3CCN2C(=O)CN2CCOC2=O)n1 (stereo unspecified)
    0	1.4	-3	4	-1	-2	-0.1	-2	-2
C=C1CCN([C@@H](C)C(=O)OCc2ccc(C)cc2)S(=O)(=O)c2ccccc21
    -3	3.7	-2	6	-1	0	0.0	13	-1
c1coc(-c2nn3c(Cn4nnc5ccccc54)nnc3s2)c1
    -9	1.2	-4	-7	-3	-6	-0.1	-2	0
COc1ccccc1/C=C/C(=O)NC(=S)Nc1ccccn1
    -24	1.5	9	-5	4	-7	-0.1	-8	-8
O=C(NC1=NCCS1)C1CCCCC1
    -1	-0.7	2	4	1	0	-0.1	-4	4
Cc1ccc(C(C)C)c(OCC(=O)Nc2cccc(S(=O)(=O)NC3=NCCCCC3)c2)c1
    -1	2.5	2	3	-1	11	0.3	-6	2
COc1ccc(C2N(Cc3ccccc3)CCN2Cc2ccccc2)cc1[N+](=O)[O-]
    4	2.3	2	13	-3	3	-0.3	-7	3
Cc1cc(C)c(NC(=O)CN(C)S(=O)(=O)c2ccc3c(c2)n(C)c(=O)c(=O)n3C)c(C)c1
    -2	-0.1	3	4	-3	12	0.1	-5	-1
Cc1ccc(NC=C(S(=O)(=O)c2ccccc2)S(=O)(=O)c2ccccc2)c(C)c1
    2	-1.3	3	1	-1	8	-0.1	-3	6
CC(=O)NCCc1cc2cc(C)c(C)cc2[nH]c1=O
    -3	-1.4	0	-5	1	-7	-0.4	-3	-4
COC(=O)c1sccc1NC(=O)CSc1ccccc1NS(=O)(=O)c1ccc(F)cc1
    10	2.8	6	-5	12	19	0.6	-4	1
C#CCOC(=O)c1ccc(-n2cncn2)nc1
    0	0.0	-1	2	3	0	-0.2	14	-1
O=C(Nc1ccc(Cl)c(S(=O)(=O)N2CCOCC2)c1)c1cccs1
    2	.	.	-4	.	.	0.1	7	.
COc1ccccc1NS(=O)(=O)c1cccc(C(=O)NCC(c2ccco2)N2CCCCC2)c1 (stereo unspecified)
    -3	0.7	3	-2	-3	3	0.0	13	2
O=C(NCc1cccc(Cl)c1)C1CCC(=O)N(CCCN2CCCC2=O)C1 (stereo unspecified)
    5	1.1	-3	4	-2	1	0.2	-29	-3
O=C(COC(=O)c1cccnc1Cl)NC1CCCCC1
    -5	.	.	7	.	.	0.3	8	.
CN(C)S(=O)(=O)c1ccc(C(=O)Nc2nnc(Cc3ccccc3)s2)cc1
    -5	1.5	0	-1	1	5	0.1	-21	2
O=C(CN1CCOc2ccccc21)NC1CCCCCCC1
    3	-0.5	2	4	1	-1	0.0	-7	-1
CCOC(=O)N1CCN(S(=O)(=O)c2ccc(C(=O)Nc3nc4ccc(F)cc4s3)cc2)CC1
    -9	0.2	0	6	-3	8	-0.1	14	-1
O=C(CCN1C(=O)/C(=C/c2ccc(Cl)cc2)SC1=S)NCCCn1ccnc1
    -9	2.2	-4	-13	6	4	0.0	3	-2
O=S(=O)(N/N=C1/CC(c2ccccc2)Oc2ccccc21)c1ccc(Br)cc1 (stereo unspecified)
    6	-0.8	5	-2	3	9	0.2	-1	0
CC1CCc2c(sc(NC(=O)c3ccc(-c4ccccc4[N+](=O)[O-])o3)c2C#N)C1 (stereo unspecified)
    6	0.2	-4	-7	-2	13	0.2	6	3
COc1ccc(N2CC(C(=O)Nc3nnc(C4CCCCC4)s3)CC2=O)cc1 (stereo unspecified)
    -7	2.6	-1	7	3	18	0.0	?	-1
Cc1nc2ccc(NC(=O)c3cccc(C(F)(F)F)c3)cc2o1
    -2	-1.0	2	6	-2	-1	0.0	-5	-3
CCc1nc2ccccc2n1CC(=O)Nc1cc(C)on1
    9	-2.4	-3	11	-6	3	0.0	-15	-4

Two consecutive entries already listed, for reference:
Every second line gives: procasp3 activ	PP5 inh	Fh CTSL1 inh	procasp7 counter	PP1 counter	HCV core dimer	Efflux pump inh	JMJD2C inh	TPT1 inh
CCOC(=O)N1CCN(S(=O)(=O)c2ccc(C(=O)Nc3nc4ccc(F)cc4s3)cc2)CC1
    -9	0.2	0	6	-3	8	-0.1	14	-1
O=C(CCN1C(=O)/C(=C/c2ccc(Cl)cc2)SC1=S)NCCCn1ccnc1
    -9	2.2	-4	-13	6	4	0.0	3	-2

Further results.
Every second line gives: procasp3 activ	PP5 inh	Fh CTSL1 inh	procasp7 counter	PP1 counter	HCV core dimer	Efflux pump inh	JMJD2C inh	TPT1 inh
CN(CCc1ccccc1)C1CCCN(C(=O)Cn2cccn2)C1 (stereo unspecified)
    2	-0.4	0	4	2	1	-0.3	0	-3
Cc1ccc(-n2c(NN)nc3ccccc3c2=O)c(C)c1
    -21	3.0	-3	-10	3	-3	0.0	-7	4
Fc1ccc(-c2nnc3sc(C4COc5ccccc5O4)nn23)cc1 (stereo unspecified)
    -5	4.4	-4	-7	1	10	0.3	-1	3
CCN(CC)C(=O)Cn1c(=O)n(CCCC(=O)NCc2ccc3c(c2)OCO3)c(=O)c2sccc21
    -3	-0.1	-1	7	2	-4	0.0	-11	-2
Cc1c(N2C(=O)c3ccccc3C2(O)c2ccccc2)c(=O)n(-c2ccccc2)n1C (stereo unspecified)
    5	0.3	-4	-5	-5	2	0.2	1	0
Cc1cccc(Cn2nc(C)cc2NC(=O)CCCn2ccc([N+](=O)[O-])n2)c1
    6	-0.3	0	-5	0	9	0.1	1	-1
CCCC(c1nnnn1Cc1ccc(F)cc1)N1CCN(C)CC1 (stereo unspecified)
    0	1.9	-1	9	-5	4	0.0	-7	3
OC/C(Br)=C(\Br)CO
    5	-1.6	.	4	-2	.	-0.1	3	.
Cc1ccc2oc(C(Cl)(Cl)Cl)cc(=O)c2c1
    1	1.8	-1	6	-3	4	0.2	-5	0
CC(OC(=O)Cc1c[nH]c2ccccc12)C(=O)c1ccccc1 (stereo unspecified)
    14	4.4	.	-4	-1	.	0.2	-1	.
CCn1nc(C(=O)NNC(=O)C(Cc2ccccc2)NC(N)=O)c2ccccc2c1=O (stereo unspecified)
    2	.	.	-7	.	.	0.2	8	.
COc1ccc(N2CC(C(=O)Nc3nc(-c4ccccc4)c(C(C)=O)s3)CC2=O)c(OC)c1 (stereo unspecified)
    -2	3.2	3	-10	1	14	0.2	-21	1
S=C(NCc1ccccc1)N1CCc2ccccc2C1
    3	-2.1	-4	21	1	-2	0.0	0	-1
CCn1c(=O)cc(SCC(=O)Nc2ccc3c(c2)OCO3)c2ccccc21
    -2	1.1	4	4	5	1	0.1	-9	0
